TCR act – Activators of T cell receptors: qHTS campaign; primary human leukocytes, anti-CD3, IL-2 HTRF, 48 h; Potency, µM (top dose mostly 9.22 µM), for the others: at the top dose activation of IL-2 secretion, most hits filed as activators; 330,000 tested, under 10 active; further: % of control where 0% means no effect
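Readout: HTRF IL-2, Eu-cryptate/d2 antibody pair, 320nm excitation, 665nm emission. Stimulus: a-CD3 beads, no co-stimulation. Cells: primary human leukocytes. Exposure: 48 hr with compound.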
BCR signal inh – qHTS Assay to Find Inhibitors of Chronic Active B-Cell Receptor Signaling. ABC-DLBCL IkBa-CBG/CBR reporter, luminescence ratio, 4 h. Potency, µM (doses to about 46.1 µM), inactives show top-dose ratio change, negative = lower green/red ratio, usual class: inhibitors. 0.05% of 340,000 active; active means well fitted inhibition curve with a large enough effect in the signal ratio, with a control signal flat, not every such curve was filed as active; inconclusive means small, poorly fitted or top-dose-only effect, or effect the other way, or a change in a side signal; the % refers to the signal ratio;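 further: potency means the concentration at half of the fitted maximal effect; plate controls were basal doxycycline-induced cells for no effect and cells given 10 µM MG132 for full effect; MG132 reads +100%, hits lower the ratio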
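Cell line TMD8 (human ABC DLBCL), stably expressing tet-inducible CBG68-IkBa fusion and CBR; IMDM/0.5% FBS; cpd up to 46 uM; dox induction, 4 h, 37C/5% CO2; dual luminescence; green/red ratio; MG132 control.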
FBPA coupling cs – qHTS Assay for Inhibitors of Fructose-1,6-bisphosphate Aldolase from Giardia Lamblia: Coupling assay counterscreen; coupling enzyme system counterscreen, AmpLite Red fluorescence; activity change, negative = inhibition, % at 58.2 µM, hits read low; 0.67% of 290,000 active; AID 2472, 2010; in the data active means activity change below about -30%; further: on the % scale 0 is the no-effect control and ±100 the full control effect
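Compounds tested against the coupling enzymes alone at 57.5 uM final; readout was AmpLite Red fluorescence (525/598 nm) after 20 min at RT.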
CXXC DNA block – qHTS Fluorescence Polarization Assay for Inhibitors of MLL CXXC domain - DNA interaction; Histone-lysine N-methyltransferase 2A (Homo sapiens), Q03164; MLL-CXXC / FITC-HOXA9 DNA fluorescence polarization; Potency, µM (titrated, usually from 115 µM), without a hit: at the highest dose activity change, negative = inhibition, hits mostly inhibitors; 0.037% of 290,000 active; AID 2662, 2010; active means well fitted inhibition curve with a large enough effect in the polarisation, with a control signal flat, not every such curve was filed as active; inconclusive means small, poorly fitted or top-dose-only effect, or effect the other way, or a change in a side signal; inactive means no such curve, though single readings can be large or run the other way; the % refers to the polarisation; further: potency means the concentration at half of the fitted maximal effect
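Steps: dispense CXXC domain solution (7 uM) → pin compounds or unlabeled HOX-A9 DNA control → 5 min ambient → add FLSN-HOX-A9 solution (50 nM) → spin → 30 min ambient → fluorescence polarization. Tris pH 7.5/NaCl/DTT/BSA buffer.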
GALK inh – qHTS Assay for Inhibitors of Human Galactokinase (GALK); P51570; Purified GALK, Kinase-Glo residual ATP luminescence; Potency, µM (series often up to 57.5 µM), without a hit: at the highest dose activity change, negative = inhibition, hits mostly inhibitors; 0.007% of 270,000 active; AID 1868, 2009; further: potency means the concentration at half of the fitted maximal effect; on the % scale 0 is the no-effect control and ±100 the full control effect
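Human GALK (5 nM) with 35 uM ATP and 100 uM galactose in 20 mM HEPES pH 8.0, 5 mM MgCl2, 60 mM NaCl, 1 mM DTT, 0.01% BSA. After 1 h at room temperature, leftover ATP was read by Kinase-Glo Plus luminescence.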
KCNH2 WT inh – qHTS for Inhibitors of KCHN2 3.1: Wildtype qHTS | Voltage-gated inwardly rectifying potassium channel KCNH2 (Homo sapiens), Q12809 | U2OS, BacMam KCNH2, thallium flux FluxOr; stronger effect = lower value | activity change, % at 1.84 µM | 0.37% of 340,000 active;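 active means maximum activity change below -70%; inconclusive means maximum activity change between -70% and -50%; inactive means maximum activity change above -50%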; further: on the % scale 0 is the no-effect control and ±100 the full control effect
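U2OS cells were transduced with wild-type KCNH2 virus (2.03 x 10^8 / mL) for 4 h at room temperature, then cultured overnight at 37 C. Thallium flux was read with FluxOr dye. Rate constants were normalized to DMSO controls.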
Tb PFK inh – qHTS Assay to Find Inhibitors of T. brucei phosphofructokinase; ATP-dependent 6-phosphofructokinase (Trypanosoma brucei brucei), O15648; T. brucei PFK, ADP-Glo luminescence; Potency, µM (top dose mostly 57.5 µM), inactives show at the top dose activity, negative = inhibition, usual class: inhibitors; 0.17% of 330,000 active;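 further: potency means the concentration at half of the fitted maximal effect; 0% = uninhibited 1x PFK enzyme wells and -100% = no-enzyme wells; nearly all actives have a fitted effect of over 60% in size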
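PFK 1.25 nM, F6P 0.5 mM, ATP 0.1 mM, 0.1 M TEA pH 8.0, 5 mM MgCl2, 0.01% Tween20, 0.1% BSA; 45 min RT. ADP-Glo readout. qHTS titration up to 57 uM; curves fitted, compounds curve-classed.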
AT treatment – qHTS Assay for Identifying a Potential Treatment of Ataxia-Telangiectasia; Potency, µM (top dose mostly 57.5 µM), without a hit: at the highest dose activation, usual class: activators; […] A-T fibroblasts, KAP-1 phosphorylation AlphaLISA; neocarzinostatin DNA damage 30 min before lysis; 0.19% of 320,000 active; further: potency means the concentration at half of the fitted maximal effect; % of control where 0% means no effect; nearly all actives have a fitted effect of over 45% in size
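ATM-like activity read as KAP-1 phosphorylation via AlphaLISA donor/acceptor antibody pairs after lysis and 6 hr at 25C. Cells were ATM-null patient fibroblasts ([…], hTERT), dosed 60 min, then exposed to the DSB inducer NCS for 30 min.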
Giardia kill – Small Molecules that selectively kill Giardia lamblia: qHTS; 0.15% of 340,000 active; Giardia lamblia trophozoite viability; activity change, % at 7.66 µM, hits read low; AID 540267, 2011; in the data active means activity change below about -80%; inconclusive means between about -30% and that limit;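 further: parasites exposed to compound for two days anaerobically before the ATP read; on the % scale 0 is the no-effect control and ±100 the full control effect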
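Giardia lamblia trophozoites (100 cells/well) were incubated with compounds for 48 h at 37 deg C under anaerobic conditions. Viability was read as ATP content by one-step luminescence after 15-30 min at room temperature.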
TSHR antagonist – Antagonists of the Thyroid Stimulating Hormone Receptor: HTS campaign | 0.2% of 330,000 active | TSHR-expressing cells, TSH-stimulated cAMP HTRF, 2 h; stronger effect = lower value | AID 504810, 2011 | activity change, negative = inhibition, % at 11.5 µM;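 active means activity change below a set negative limit, meaning inhibition stronger than a set level, cut at about -70% in these data; inconclusive means activity change between two set negative limits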; further: on the % scale 0 is the no-effect control and ±100 the full control effect
Target sequence (P16473 whole entry, looked up): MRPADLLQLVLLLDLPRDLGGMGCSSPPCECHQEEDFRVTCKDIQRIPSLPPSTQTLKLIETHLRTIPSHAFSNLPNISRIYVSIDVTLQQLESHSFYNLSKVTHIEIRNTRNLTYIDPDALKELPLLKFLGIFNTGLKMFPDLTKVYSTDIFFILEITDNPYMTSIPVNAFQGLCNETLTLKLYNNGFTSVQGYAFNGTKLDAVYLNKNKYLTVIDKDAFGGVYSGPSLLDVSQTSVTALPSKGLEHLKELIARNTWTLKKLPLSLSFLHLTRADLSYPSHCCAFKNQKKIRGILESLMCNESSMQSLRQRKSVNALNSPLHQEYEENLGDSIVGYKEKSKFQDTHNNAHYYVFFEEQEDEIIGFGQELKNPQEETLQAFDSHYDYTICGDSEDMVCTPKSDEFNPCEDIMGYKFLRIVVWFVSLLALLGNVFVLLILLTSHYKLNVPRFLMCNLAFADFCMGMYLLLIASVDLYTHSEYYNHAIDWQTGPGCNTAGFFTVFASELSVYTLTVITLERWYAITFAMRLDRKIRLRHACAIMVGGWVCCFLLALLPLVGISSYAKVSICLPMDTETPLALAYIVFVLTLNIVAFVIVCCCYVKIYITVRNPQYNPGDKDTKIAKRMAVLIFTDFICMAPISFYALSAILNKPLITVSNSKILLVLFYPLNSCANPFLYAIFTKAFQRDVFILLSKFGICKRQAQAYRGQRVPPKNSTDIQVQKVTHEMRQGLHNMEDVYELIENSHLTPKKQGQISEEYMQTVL
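Read-out is FRET at 665 nm (cryptate excitation 337 nm) from a cryptate-tagged anti-cAMP antibody, competed by cell cAMP against cAMP-d2. Compounds are tested on freshly harvested TSHR cells challenged with 4nM TSH (EC80) for 2 hours at 37 deg C.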
Active calls of the source: *; ? = inconclusive; / = not tested or not shown; & = joins results of further samples; [ ] = remark or other dose. Unless noted, the call rests on the fitted dose curve; in most records, active means well fitted curve in the direction sought with a large enough effect; inconclusive means small, poorly fitted or top-dose-only effect, or another doubt; inactive means no such curve, though single readings can be large; an effect the other way counts as inactive or inconclusive.

item	Molecule	TCR act	BCR signal inh	FBPA coupling cs	CXXC DNA block	GALK inh	KCNH2 WT inh	Tb PFK inh	AT treatment	Giardia kill	TSHR antagonist
1	Cc1c(C)n(C)c2ccc(C(=O)NCc3cccs3)cc12	-2%[46.1 µM]	?	-1	5%	-1%	12	-4%	1%	13	-7
2	O=S(Cc1cc(Sc2ccccc2)nc(-c2ccccc2)n1)c1ccccc1 (stereo not drawn)	0%	?	-1	-1%	0%	-8	0%	1%	-5	-3
3	COC(=O)c1ccc(N2CCC(C)CC2)c(N)c1	0%	-4%	4	7%	2%	2	2%	5%	-6	-2
4	O=C(CCNS(=O)(=O)c1ccc2nsnc2c1)N1CCN(c2ccncc2)CC1	-1%	4%	/	/	/	-34	0%	0%	-25	-3
5	Cc1nc(N2CCN(c3ccccc3O)CC2)c2c(-c3ccccc3)csc2n1	0%	?	-3	3%	6%	0	-3%	3%	11	-19
6	CCOC(=O)c1c(C)[nH]c(C(=O)CSc2nnc(C3CC3)n2N)c1C	/	-6%	2	3%	-1%	3	-5%	1%	4	-4
7	CCN(CC)S(=O)(=O)c1ccc(OC)c(NC(=O)CCS(=O)(=O)Cc2ccccc2)c1	8%	1%	2	7%	-3%	5	-13%	4%	8	-17
8	Cc1nc(-c2cccc(NS(=O)(=O)c3ccccc3)c2)cs1	0%	3%	-5	-8%	-2%	1	-15%	3%	-8	7
9	N#C[C@H]1[C@H](c2ccccc2)[C@](C#N)(C(=O)c2ccccc2)[C@@H]2C=Cc3ccccc3N21	/	?	/	32%[activator]	-4%	/	5%	16µM*	/	0
10	Nc1nc(NCCO)nc(NC2CCCCC2)c1[N+](=O)[O-]	-2%	3%	0	-3%	3%	-15	-5%	4%	-11	9
11	Cc1[nH]c2c(C)cccc2c(=O)c1Br	2%	?	-1	-6%	-2%	6	2%	-1%	13	-3
12	Cn1c(=O)c(=O)n(C)c2cc(S(=O)(=O)N3CCOc4ccccc43)ccc21	-1%	0%	-1	-4%	-1%	18	1%	6%	-16	-5
13	CC1c2cc3c(cc2CCN1CC(=O)Nc1ccc(S(=O)(=O)N2CCCC2)cc1)OCCCO3 (stereo not drawn)	-2%	9%	-13	-12%	8%	-2	-4%	5%	-27	13
14	O=C(CN1C(=O)C2C3C=CC(C3)C2C1=O)OCC(=O)c1ccc(Cl)cc1 (stereo not drawn)	0%	5%	1	1%	2%	4	-4%	2%	-9	9
15	NC(=O)[C@@H]1CCCN1Cc1nc(-c2ccc(C(F)(F)F)cc2)no1	11%	-5%	1	9%	-1%	/	1%	0%	0	-11
16	Cc1ccc(S(=O)(=O)N2CCCN(S(=O)(=O)c3ccc(C(F)(F)F)cc3)CC2)cc1	/	-7%	-1	10%	-1%	48	-5%	-6%	-12	-12
17	COc1ccc(-c2nc(CN3CCCC(C(=O)NC4CCCC4)C3)c(C)o2)cc1 (stereo not drawn)	/	30%	2	11%	2%	7	-1%	/	-8	5
18	O=c1cc(-c2cccnc2)oc2c1ccc1ccccc12	6%	21%	-1	?	0%	1	0%	3%	-21	-6
19	Cc1nn(CC(=O)N(C)Cc2ccc(F)cc2)c(C)c1[N+](=O)[O-]	13%[46.1 µM]	0%	8	1%	-9%	7	1%	?	14	-35
20	COC(=O)c1ccc2ncccc2c1	2%	12%	2	-4%	0%	2	23%	-2%	-9	5
21	CCN(CC)c1ccc(N2C(=NC(=O)C3CCCO3)SC3CS(=O)(=O)CC32)cc1 (stereo not drawn)	-1%	-3%	/	-3%	6%	-8	1%	-8%	-27	0
22	CC1(C)NC(=O)N(CC(=O)OCC(=O)Nc2cccc(F)c2)C1=O	-2%	-2%	0	3%	2%	?	0%	1%	16	-4
23	C/C(Cn1nnc([N+](=O)[O-])n1)=N\NC(=O)c1ccccc1	/	?	-40*	-18%	-2%	-15	0%	5%	-27	6
24	O=[N+]([O-])c1ccc2c(c1)C=C1CCCCC1(N1CCCCC1)O2 (stereo not drawn)	0%[46.1 µM]	1%	-2	1%	0%	-2	0%	1%	10	-1

Excerpt: entries 15–18
item	Molecule	TCR act	BCR signal inh	FBPA coupling cs	CXXC DNA block	GALK inh	KCNH2 WT inh	Tb PFK inh	AT treatment	Giardia kill	TSHR antagonist
15	NC(=O)[C@@H]1CCCN1Cc1nc(-c2ccc(C(F)(F)F)cc2)no1	11%	-5%	1	9%	-1%	/	1%	0%	0	-11
16	Cc1ccc(S(=O)(=O)N2CCCN(S(=O)(=O)c3ccc(C(F)(F)F)cc3)CC2)cc1	/	-7%	-1	10%	-1%	48	-5%	-6%	-12	-12
17	COc1ccc(-c2nc(CN3CCCC(C(=O)NC4CCCC4)C3)c(C)o2)cc1 (stereo not drawn)	/	30%	2	11%	2%	7	-1%	/	-8	5
18	O=c1cc(-c2cccnc2)oc2c1ccc1ccccc12	6%	21%	-1	?	0%	1	0%	3%	-21	-6

(further entries)
item	Molecule	TCR act	BCR signal inh	FBPA coupling cs	CXXC DNA block	GALK inh	KCNH2 WT inh	Tb PFK inh	AT treatment	Giardia kill	TSHR antagonist
25	Cc1ccc(C(C(=O)NC(C)(C)C)N(Cc2ccco2)C(=O)Cn2nnc(-c3cccs3)n2)cc1 (stereo not drawn)	8%[46.1 µM]	8%	-1	0%	-1%	-11	-1%	/	7	-8
26	COCCNC(=O)Cn1cnc2ccc(S(=O)(=O)N3CCC(C)CC3)cc2c1=O	10%	0%	-3	10%	/	4	6%	3%	12	7
27	COc1ccc(NC2CCCN(C(=O)c3ccc4nccnc4c3)C2)cc1OC (stereo not drawn)	0%	0%	/	8%	-5%	-7	-1%	1%	11	10
28	COc1ccc(-c2c(C(F)(F)F)[nH]n3c(=O)cc(-c4ccccc4)nc23)cc1	-2%	-9%	0	6%	-12%	1	2%	13%	-21	-40
29	Cc1ccc(C(=O)COC(=O)c2cn(-c3ccccc3)nc2-c2ccccc2)cc1[N+](=O)[O-]	-2%	0%	-2	0%	1%	-2	0%	-1%	11	-2
30	COc1cccc(NC(=O)CSc2nnc(Cc3ccc(C)cc3)c(=O)n2N)c1	-2%	5%	/	/	/	1	-12%	6%	-12	8
31	CCCc1nn(C)c(C(=O)Nc2ccc3ccccc3c2)c1Cl	3%[46.1 µM]	?	-1	-2%	2%	-15	-16%	5%	-6	-29
32	C=CC[C@@H]1C=C[C@H](O/N=C/c2ccc(C(=O)N3[C@H](c4ccc(C)cc4)[C@@H](C)CC[C@H]3C(=O)OC)cc2)[C@@H](CO)O1	/	?	8	-2%	/	/	-1%	0%	/	-2
33	Cc1cccc(NC(=O)NCc2cccnc2)c1C	2%	-3%	/	6%	-6%	-5	2%	8%	3	-1
34	Cc1ccc2nc(N(CCN(C)C)C(=O)c3ccc4ccccc4c3)sc2c1	6%	-9%	-7	0%	4%	-7	2%	-3%	4	2
35	CCC1=C(OC(=O)N(CC)CC)N2C(=O)OC(=NCC(=O)OC)[C@]2(Cc2ccccc2)[C@H]2C1=CC[C@H]1C(=O)NC(=O)[C@H]12	-1%	4%	2&3	-2%	-2%	5	1%	3%	-23	-5
36	CC1=C(C)CC(C(=O)NC2CCCC2)C(C(=O)O)C1 (stereo not drawn)	2%	0%	4	-18%	3%	-8	-2%	4%	-22	11
37	CCN(C[C@H]1N[C@@](Cc2ccccc2)(C(=O)OC)[C@H]2C(=O)N(C)C(=O)[C@@H]12)C(=O)c1ccc(C(C)(C)C)cc1	9%	2%	/	/	/	-2	6%	2%	11	-8
38	O=C(COC(=O)Cn1[nH]c(=O)c2ccccc2c1=O)NNC(=O)c1ccccc1	5%	2%	/	/	/	14	12%	4%	-10	-1
39	CC(/C=C1\SC(=S)N(CCCC(=O)Nc2ccc(C(=O)O)cc2)C1=O)=C\c1ccccc1	2%[46.1 µM]	?	-1	3%	/	-2	0%	1%	3	-15
40	COC(=O)[C@H](Cc1ccc(O)cc1)NC(=O)Cn1cnc2c(OCc3ccccc3)ncnc21	2%	?	/	/	/	-1	1%	-22%	-6	12

Outcome played no part in choosing rows; 1.6% or so of the library scored in one or more.
